Screening data deposited in PubChem by several laboratories.
p-CIP stab down – p/CIP-EGFP fusion destabilizers, primary screen, fluorescence, F442A cells. 16 h. decrease of EGFP signal, % at 10 µM. actives 0.01% (n = 290,000). AID 1984, 2009;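 active = EGFP signal decrease of at least 30% at 10 µM or well 3 SD below plate mean, unless failing retest; inactive = the rest, including hits failing retest or dose response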; note: some compounds called inactive have numbers as strong as hits; many of its hits are not listed in these tables
IDE act – human IDE activators in live cells, primary screen, fluorescence polarization, HEK cells, FAbeta-B substrate; activation, % at 5.96 µM; FAbeta-B cleavage; 0% vehicle, 100% cell-free pure enzyme wells; actives 0.073% (n = 340,000);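 active = activation above the mean of all tested compounds plus 3 SD, set per screening campaign, cut at about 17% in these data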
Target sequence (P14735 whole entry, looked up): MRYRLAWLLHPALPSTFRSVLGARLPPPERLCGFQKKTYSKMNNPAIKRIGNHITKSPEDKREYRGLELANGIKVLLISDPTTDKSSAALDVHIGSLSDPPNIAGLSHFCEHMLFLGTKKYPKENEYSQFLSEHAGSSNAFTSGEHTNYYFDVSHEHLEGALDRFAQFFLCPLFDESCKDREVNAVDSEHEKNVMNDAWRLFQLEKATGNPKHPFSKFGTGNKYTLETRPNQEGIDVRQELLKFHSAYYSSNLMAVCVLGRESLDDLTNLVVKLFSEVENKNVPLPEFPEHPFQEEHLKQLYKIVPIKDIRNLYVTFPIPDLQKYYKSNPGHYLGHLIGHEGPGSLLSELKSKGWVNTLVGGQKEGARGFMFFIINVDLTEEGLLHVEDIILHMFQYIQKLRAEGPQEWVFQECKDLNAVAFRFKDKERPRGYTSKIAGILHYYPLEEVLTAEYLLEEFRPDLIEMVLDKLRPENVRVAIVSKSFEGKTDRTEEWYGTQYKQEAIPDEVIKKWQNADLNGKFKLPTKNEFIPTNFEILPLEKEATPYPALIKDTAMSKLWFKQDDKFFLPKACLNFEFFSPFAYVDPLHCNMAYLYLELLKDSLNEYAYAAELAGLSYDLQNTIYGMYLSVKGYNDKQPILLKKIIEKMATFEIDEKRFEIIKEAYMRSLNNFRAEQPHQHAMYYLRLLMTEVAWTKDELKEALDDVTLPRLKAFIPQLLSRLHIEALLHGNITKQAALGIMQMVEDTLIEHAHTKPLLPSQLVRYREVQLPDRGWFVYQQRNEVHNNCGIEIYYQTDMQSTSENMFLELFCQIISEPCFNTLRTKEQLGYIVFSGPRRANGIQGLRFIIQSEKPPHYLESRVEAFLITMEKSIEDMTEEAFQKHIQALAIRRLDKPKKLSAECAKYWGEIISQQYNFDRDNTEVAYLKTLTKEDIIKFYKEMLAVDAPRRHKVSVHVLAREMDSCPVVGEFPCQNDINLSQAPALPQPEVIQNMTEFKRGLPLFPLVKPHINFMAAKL
MEKK3 PB1 HTS – modulators of MEKK3-MEK5 PB1 binding, primary screen, biochemical, wildtype MEKK3, multiplex bead flow cytometry, Alexa488-MEK5; Mitogen-activated protein kinase kinase kinase 3 (Homo sapiens), Q99759; actives 1.4% (n = 290,000); bead-based flow cytometry, Alexa488-MEK5 binding to MEKK3; actives lie on both sides; 0 = blocked by unlabeled MEK5, 100 = vehicle; binding response (% of control), % at 10 µM;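 active = binding response more than 3 SD above or below the average of its plate-row segment, actives on both sides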;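 note: Alexa488 bead fluorescence after subtracting the streptavidin-only scavenger bead signal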
NALP1 yeast inh – NALP1 inflammasome inhibitors in reconstituted yeast, colorimetric, S. cerevisiae, triplicate retest; S. cerevisiae NALP1/ASC/caspase-1 growth, X-gal OD620, 72 h; inhibition, % at 10 µM; actives 0.61% (n = 280,000); in the data active = inhibition mostly above about 24%, no sharp cut-off; inactive = mostly below about 32%; note: some compounds called inactive have numbers as strong as hits
PfM18AAP inh – PfM18AAP inhibitors, malaria aminopeptidase, primary screen, biochemical, QFRET, recombinant enzyme | H-Glu-NHMec fluorogenic cleavage | inhibition, % at 7.35 µM | actives 1.2% (n = 290,000) | AID 1822, 2009;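 active = inhibition above the campaign mean inhibition over all tested compounds plus 3 SD, cut at about 28% in these data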;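 note: 0% = plate median of test compound wells and 100% = 2 mM ZnCl2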
MEKK2 WT-MEK5 – modulators of MEK5 binding to wildtype MEKK2, primary screen, biochemical, multiplex bead flow cytometry, Alexa488-MEK5. Alexa488-MEK5 binding to MEKK2 WT; actives lie on both sides. binding response (% of control), % at 10 µM. actives 1.1% (n = 290,000). AID 1531, 2009; in the data active = binding response below about 67% or above about 130%
MEKK2mut PB1 HTS – MEK5 binding signal on mutant MEKK2 PB1, primary screen, biochemical, multiplex bead flow cytometry, Alexa488-MEK5. percent response, % at 10 µM. AID 1530, 2009. Alexa488-MEK5 binding to MEKK2 mutant. actives 0.35% (n = 290,000); in the data active = percent response above about 24%, passing the limit was not always enough; note: inactives centre near 1; some results filed as inactive read as strong as hits; reference of the scale not given here
SUMO HTRF inh – inhibitors of in vitro SUMOylation cascade, primary screen, biochemical, HTRF, uHTS; SUMO-conjugating enzyme UBC9 (Homo sapiens), P63279; HTRF SUMOylation assay, SAE1/SAE2 + UBC9; inhibition, % at 35 µM; actives 0.36% (n = 290,000); in the data active = inhibition above about 50%, passing the limit was not always enough; note: strong numbers were not always called active
IDE cell inh – human IDE inhibitors in live cells, primary screen, fluorescence polarization, HEK cells, FAbetaB substrate. actives 0.41% (n = 320,000). inhibition, % at 5.59 µM. FAbetaB cleavage. Insulin-degrading enzyme (Homo sapiens), P14735;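 active = percent inhibition above the average of all tested compounds plus 3 SD, set per screening campaign, cut at about 16% in these data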;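 note: IDE supplied by intact live HEK cells; FP after avidin binding of uncleaved biotin substrate so inhibition keeps polarization high; 0% = DMSO wells and 100% = 60 µM reference IDE inhibitor Ii1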
Numbers without * were called inactive; · = no result given; [ ] = another dose, or the depositor's remark.

SMILES	p-CIP stab down	IDE act	MEKK3 PB1 HTS	NALP1 yeast inh	PfM18AAP inh	MEKK2 WT-MEK5	MEKK2mut PB1 HTS	SUMO HTRF inh	IDE cell inh
COCCn1c(C)cc(C(=O)CSc2nc(C)cc(C)c2C#N)c1C	-10	1	93	5	11	99	-1	13	-2
CCCC(=O)Nc1cc2c(cc1C(C)=O)OCCO2	-7	0	100	2	1	102	0	6	2
COc1ccc(NC(=O)[C@@H](NC(N)=O)C(C)C)cc1Cl	2	1	96	-4	-5	94	-6	-1	-2
O=C(CN1CCN(C(=O)c2ccco2)CC1)Nc1cccc([N+](=O)[O-])c1	-10	1	99	-5	-1	96	-8	8	2
CCCN1C(=O)C(O)(C2COC(C)(C)CC2=O)c2ccccc21 (stereo unspecified)	-8	3	100	2	-13	92	-7	5	1
COC(=O)COc1ccc(S(=O)(=O)Nc2ccc(C(N)=O)cc2)cc1C	9	6	94	24	-8	100	1	4	0
CCC(C(=O)Nc1ccncc1)c1ccccc1 (stereo unspecified)	-6	1	101	22	6	101	0	3	4
O=C(NCCN1C(=O)S/C(=C\c2ccc(OC(F)F)cc2)C1=O)[C@@H]1CCCN1C(=O)c1cccs1	8	4	131*	15	6	104	0	-8	8
CCCn1ncc(CN2CCC(N3CCC(C(=O)N4CCOCC4)CC3)CC2)c1C	-13	7	·	5	-9	·	·	-3	-2
COc1ccc(NC(=O)CC2Oc3ccc(C)cc3NC2=O)cc1 (stereo unspecified)	-5	2	102	-21	-3	102	2	21	1
CN(C)c1nccc(Nc2ccccc2)c1C#N	-15	-3	100	26	3	103	6	23	3
Cc1cc(C)c2c(c1)/C(=N/NC(=O)c1cc(C)oc1C)CCC2	-4	0	94	12	-16	94	-3	-14	3
Cc1ccc(C)c(NC(=O)C2CC(O)CN2C(=O)OCc2ccccc2)c1 (stereo unspecified)	0	6	102	5	-9	102	14	0	-3
CS(=O)(=O)N(Cc1ccco1)CC(O)Cn1c2ccccc2c2ccccc21 (stereo unspecified)	-8	2	102	-15	1	99	-4	-5	7
O=C(NC1CCCc2ccccc21)c1cc(F)cc(F)c1 (stereo unspecified)	2	2	100	-13	-9	106	3	10	-4
COc1ccc(C(=O)NCc2nnc(SCC(=O)N3CCc4ccccc43)n2CCc2ccccc2)cc1	-12	1	104	29	1	106	20	-13	-2
COCCSc1nnc(NC(=O)CSCc2ccccc2)s1	-22	-1	95	29	1	95	1	1	-3
Cc1ccc(NC(=O)c2cnccn2)c(Br)c1	9	4	106	21	0	102	1	6	0
CC(=O)Nc1nnc(SCC(=O)Nc2ccc(N3CCOCC3)c(Cl)c2)s1	-2	2	91	·	-5	96	-11	18	-1
O=S1(=O)CCOC[C@H](c2ccccc2)N1Cc1cccc(Cl)c1	-3	-3	100	24	-9	102	-6	-5	8
CCCn1c(NCc2cccs2)nc2ccccc21	-6	0	98	3	1	97	1	7	1
CCN(CC)S(=O)(=O)c1cc(C(=O)Nc2ccncc2)ccc1Cl	-20	-1	110	13	-4	107	4	16	-1
NS(=O)(=O)c1ccc(O)c(N2C(=O)c3cccc4c(C(=O)O)ccc(c34)C2=O)c1	0	-2	98	16	0	93	-10	28	-2
CCn1cnc2sc(C(=O)N3CCN(c4ccc(OC)cc4)CC3)c(C)c2c1=O	1	-12	108	16	-5	106	8	23	0
COc1ccc(C)cc1N(CC(=O)Nc1ccc2c(c1)OCCO2)S(C)(=O)=O	-12	2	93	-4	-6	93	-3	-15	-5
CCOc1ccc2c(c1)C(C)=CC(C)(C)N2S(=O)(=O)c1ccc(NC(C)=O)cc1	-18	-1	106	18	1	105	5	9	-3
Cc1nc(SCC(=O)O)c2oc3ccccc3c2n1	2	4	98	11	-8	95	0	-18	11
COC(=O)C1=C(N)Oc2cc(C)n(Cc3cccnc3)c(=O)c2C1c1cccc(OC)c1OC (stereo unspecified)	-21	0	103	10	9	104	6	8	0
Cc1cc(=O)[nH]c(SCC(=O)NCc2ccco2)n1	-4	-1	100	7	9	101	1	10	5
CCCCCCn1c(O)c(/C=C2\C=NN=C2c2ccccc2)sc1=S	-16	1	101	28	0	106	7	-21	-1
O=C(Nc1ccccc1N1CCOCC1)c1cc2ccccc2o1	-10	0	96	3	7	97	1	12	0
CN(C)S(=O)(=O)c1cc(NC(=O)CN2CCN(c3ccccc3O)CC2)ccc1Cl	-12	3	99	-2	3	100	-1	14	-9
CC1(C)CC(C)(c2ccc(O)cc2O)N(c2cccc(Cl)c2)C(=S)N1 (stereo unspecified)	1	4	94	0	-2	93	-3	0	3
C=CCNC(=S)Nc1cc(Cl)ccc1OC	4	-2	109	28	10	112	0	-8	0
COc1ccc2c(c1)C=C(C(=O)NCc1ccc(Cl)cc1)CO2	-12	1	105	37	2	112	2	18	3
Cn1c(COc2ccc(Cl)cc2)nnc1SCC(=O)NC1CCCCC1	·	-11	106	·	-4	105	1	·	1
O=C(NC1CCCC1)C(c1ccccc1F)N(C(=O)c1ccco1)C1CCCC1 (stereo unspecified)	5	2	104	6	-8	102	3	-1	6
O=C(NCc1ccco1)c1cc(=O)c2ccccc2o1	-23	-2	105	-5	-9	96	-2	12	6
Cc1ccc(Cl)cc1NC(=O)C1C2CCC(O2)C1C(=O)O (stereo unspecified)	-1	-1	105	17	0	107	3	-4	0
O=C1C(=O)c2ccccc2C([O-])=C1[n+]1ccccc1	-12	4	91	4	-11	92	-14	17	5

Part of the list above in order of formula weight, low to high:
SMILES	p-CIP stab down	IDE act	MEKK3 PB1 HTS	NALP1 yeast inh	PfM18AAP inh	MEKK2 WT-MEK5	MEKK2mut PB1 HTS	SUMO HTRF inh	IDE cell inh
Cc1ccc(NC(=O)c2cnccn2)c(Br)c1	9	4	106	21	0	102	1	6	0
COCCn1c(C)cc(C(=O)CSc2nc(C)cc(C)c2C#N)c1C	-10	1	93	5	11	99	-1	13	-2
CCCCCCn1c(O)c(/C=C2\C=NN=C2c2ccccc2)sc1=S	-16	1	101	28	0	106	7	-21	-1

(continued)
SMILES	p-CIP stab down	IDE act	MEKK3 PB1 HTS	NALP1 yeast inh	PfM18AAP inh	MEKK2 WT-MEK5	MEKK2mut PB1 HTS	SUMO HTRF inh	IDE cell inh
Cc1cc(Cl)cc2sc(NC(=O)C3CC3)nc12	1	1	96	9	-2	93	-5	-4	-1
COC(=O)c1ccccc1NC(=O)Cn1cc2c(n1)CCC(C)C2 (stereo unspecified)	1	4	102	33	-1	98	3	10	-4
COc1ccc(NC(=O)c2c(N)no[n+]2[O-])cc1	11	2	95	16	-13	95	-2	-3	0
CCCCSCCCNC(=O)C1CCC(CNS(=O)(=O)c2ccc(NC(C)=O)cc2)CC1 (stereo unspecified)	6	0	101	13	-6	98	-8	-8	·
O=C(Nc1ccc2oc(-c3ccncc3)nc2c1)c1ccc(Br)o1	0	-2	98	7	0	99	-1	-5	-2
Cc1ccccc1C1CCCN(Cc2nc(C3CC3)no2)C1 (stereo unspecified)	0	-1	106	4	-15	107	12	-13	6
Cc1ccc(S(=O)(=O)N2CCC(C(=O)NNC(=O)c3cccnc3)CC2)cc1	-13	0	100	4	-1	97	-4	5	2
Cc1ccc(C)c(CSc2nc(-c3ccco3)nc3c2c(=O)n(C)c(=O)n3C)c1	5	·	104	12	0	97	4	3	·
CC(=NCCCn1ccnc1)c1c(-c2ccccc2)[nH]n(-c2nc3ccccc3s2)c1=O	-3	1	101	-4	14	104	-1	13	3
CCC(C)C(NC(=O)C1CCC(=O)N1C(=O)OCc1ccccc1)C(=O)NC(C(=O)N1CCCC1C(N)=O)C(C)CC (stereo unspecified)	0	0	102	-9	2	97	-3	-1	-7
COc1ccc2c3c(c(=O)oc2c1OCC(=O)C(C)(C)C)CCCC3	-7	5	103	5	5	101	3	18	8
C=CCNC(=S)N/N=C/c1ccc(C(C)(C)C)cc1	-7	-2	107	9	9	96	-3	-24	·
CCOC(=O)COn1c(=O)c(-c2ccco2)[n+]([O-])c2ccccc21	-8	4	97	-4	12	102	-2	5	3
COc1ccc(/C=N\NC(=O)c2cc(O)c(O)c(O)c2)cc1COc1ccc(C(=O)OCC(C)C)cc1	8	-8	97	16	32*	80	-11	-27	2
Cc1nn(CCO)c2c1C(=O)CCC2	5	2	128*	9	-4	116	12	1	-1
COC(=O)c1[nH]c2cc(OC)ccc2c1NC(=O)CCN1CCN(c2cccc(C)c2C)CC1	-8	4	103	19	2	110	7	5	-2
CN(C)c1ccc(NC(=O)CN2CCC(C(=O)c3ccc(F)cc3)CC2)cc1	3	6	99	0	6	104	3	7	1
COC(=O)CN1C(=O)COc2ccc(S(=O)(=O)N3CCOCC3)cc21	-2	-2	103	-4	7	102	3	8	0
COc1ccc(CN2C(=O)c3ccccc3C2=O)cc1C(=O)OC(C)C(=O)NC(N)=O (stereo unspecified)	9	5	116	26	2	119	0	-43	4
Cc1ccc(-n2c3c(cc(C(=O)NC4CCSC4=O)c2=O)C(=O)CC(C)(C)C3)cc1 (stereo unspecified)	0	-3	98	-1	7	100	-2	17	-7
O=C(CCSc1ccccc1)Nc1nccs1	-6	4	102	7	-2	107	3	6	0
COc1ccccc1C(=O)Nc1ccc(S(=O)(=O)Nc2cnc3ccccc3n2)cc1	-6	0	103	4	7	106	8	2	-8
CC(=O)c1c(C)oc2ccc(NS(=O)(=O)c3ccc(F)cc3C)cc12	-13	3	102	-2	-8	101	1	-20	-11
O=S(=O)(NCC1CCCO1)c1cc(Cl)ccc1Br (stereo unspecified)	4	6	102	6	-16	103	8	16	0
COc1cc(C(=S)N2CCCCC2)ccc1OCC(=O)Nc1ccccc1Cl	0	-1	103	8	3	94	-3	3	3
O=C(c1ccc(CS(=O)c2ccccc2Cl)o1)N1CCCCCC1 (stereo unspecified)	0	1	101	-8	5	101	3	-2	-4
Cc1ccc(N2CCN(CC(=O)Nc3c(C(=O)C4CC4)oc4ccccc34)CC2)cc1	-7	·	107	47*	-5	110	9	-2	·
O=C(N/N=C/c1ccc(OC2CSC2)cc1)c1ccccc1	-4	-1	98	16	0	98	-1	44	2
CC(C)(C)c1ccc(S(=O)(=O)NCc2ccccn2)cc1	-3	1	95	-4	3	101	-1	-2	1
O=C(NCc1ccccc1Cl)/C(=C\c1cccnc1)NC(=O)c1ccccc1	-5	-3	96	-7	2	101	7	14	5
Cc1ccc(-c2nnc(SCC(=O)NC3CC3)o2)cc1	7	3	100	-8	3	101	-2	-10	3
Cc1ccc(C(=O)C2(C)C3c4cc(Br)ccc4OC(=O)C32C(=O)c2ccco2)cc1 (stereo unspecified)	-9	5	24*[inhibitor]	13	-7	39*[inhibitor]	-42	-3	1
COc1ccc(/C(C)=N/Nc2nc3ccccc3n3cnnc23)cc1OC	-16	·	99	9	4	94	-3	19	1
CCOC(=O)C1(Cc2ccccc2)CCCN(Cc2cnn(CC)c2)C1 (stereo unspecified)	-7	3	105	-5	0	106	5	-7	1

An excerpt. The share of hits here may be higher or lower than overall.
